Sm TGR inh = qHTS Assay for the Inhibitors of Schistosoma Mansoni Peroxiredoxins | Schistosoma mansoni thioredoxin glutathione reductase (TGR), Q962Y6 | purified TGR, DTNB reduction, TNB absorbance 405 nm | Potency, µM (highest dose often 114 µM), inactives show at the top dose activity change, negative = inhibition, actives largely listed as inhibitors | hit rate 3% among 360,000; note: potency is the fitted concentration of half-maximal effect; nearly all actives have a fitted effect of over 60% in size
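Kinetic colorimetric format: TGR-catalysed, NADPH-driven DTNB reduction monitored via TNB absorbance. Enzyme dispensed at 20 nM; compound exposure 15 min at room temperature before reaction start.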
AmpC detergent = qHTS Inhibitors of AmpC Beta-Lactamase (assay with detergent) | P00811 | AmpC hydrolysis of nitrocefin, absorbance 480 nm, 0.01% Triton | Potency, µM (titrated, usually from 114 µM), without a hit: top-dose activity change, negative = inhibition, most hits filed as inhibitors | hit rate 0.041% among 370,000 | AID 485294, 2010;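 note: potency is the fitted concentration of half-maximal effect; 0% = no-compound wells and -100% = no-enzyme wells; nearly all actives have a fitted effect of over 25% in size; some results filed as inactive show a strong effect at the top dose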
Target sequence (P00811 whole entry, looked up): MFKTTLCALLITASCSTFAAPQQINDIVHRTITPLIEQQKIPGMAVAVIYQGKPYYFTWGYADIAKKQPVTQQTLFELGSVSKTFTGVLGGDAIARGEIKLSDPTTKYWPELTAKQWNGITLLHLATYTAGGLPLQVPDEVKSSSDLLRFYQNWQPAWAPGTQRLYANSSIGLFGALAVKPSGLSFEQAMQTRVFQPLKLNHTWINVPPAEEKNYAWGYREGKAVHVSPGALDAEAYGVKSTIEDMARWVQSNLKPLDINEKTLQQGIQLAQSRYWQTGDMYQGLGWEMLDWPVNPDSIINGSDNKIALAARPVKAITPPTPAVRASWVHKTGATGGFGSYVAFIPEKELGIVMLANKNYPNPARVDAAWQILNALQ
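20 mM phosphate pH 7.0 + 0.01% (detergent screen) or 0.0001% Triton X-100; 5.3 nM AmpC reagent; cpd preinc 15 min RT; nitrocefin (800 uM stock) to start; A480 q20 s × 4 min; Activity was normalised to no-enzyme and no-compound control wells.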
AMA1-RON2 inh = qHTS for Inhibitors of AMA1-RON; Towards Development of Antimalarial Drug Lead: Primary Screen | Plasmodium falciparum AMA1 (3D7) - RON2 peptide interaction | AlphaScreen AMA1-biotinylated RON2 peptide binding | Potency, µM (top dose mostly 58.2 µM), for the others: top-dose activity change, negative = inhibition, most hits filed as inhibitors | hit rate 0.2% among 360,000 | AID 720542, 2013;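 note: potency is the fitted concentration of half-maximal effect; 0% = vehicle wells and -100% = peptide control; nearly all actives have a fitted effect of over 45% in size; some results filed as inactive show a strong effect at the top dose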
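AMA1 (3D7) with his tag at 25 nM final met compounds first, then biotinylated RON2 peptide at 25 nM; detection used donor plus acceptor beads, 10 µg/mL apiece, read by AlphaScreen after 30 min at room temperature.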
FBPA Giardia inh = qHTS Assay for Inhibitors of Fructose-1,6-bisphosphate Aldolase from Giardia Lamblia. A8B2U2. Potency, µM (doses to about 59.6 µM), inactives show at the highest dose activity, negative = inhibition, usual class: inhibitors. hit rate 0.71% among 290,000. purified Giardia FBPA; note: potency is the fitted concentration of half-maximal effect; nearly all actives have a fitted effect of over 55% in size
Target sequence (A8B2U2 whole entry, looked up): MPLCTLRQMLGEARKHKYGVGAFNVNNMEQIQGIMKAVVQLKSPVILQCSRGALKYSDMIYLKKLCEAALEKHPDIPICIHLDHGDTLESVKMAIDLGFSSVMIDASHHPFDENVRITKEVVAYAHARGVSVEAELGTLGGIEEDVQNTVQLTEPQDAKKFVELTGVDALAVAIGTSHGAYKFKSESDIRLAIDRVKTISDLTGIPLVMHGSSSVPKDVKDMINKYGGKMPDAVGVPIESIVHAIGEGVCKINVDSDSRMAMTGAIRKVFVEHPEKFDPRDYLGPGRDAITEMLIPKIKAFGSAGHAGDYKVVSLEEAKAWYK
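Giardia FBPA (40 nM reagent) was preincubated 10 min at RT with compound (up to 57.5 uM final), then substrate plus GAPDH/TPI/NAD/arsenate coupling system with diaphorase/resazurin was added; resorufin fluorescence (525/598 nm) was read after 20 min.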
HCMV antiviral = qHTS Assay for inhibitors of the human cytomegalovirus (HCMV); HFF cells, HCMV-luciferase reporter, 72 h; stronger effect = lower value; activity change, negative = inhibition, % at 57.5 µM; hit rate 4.5% among 410,000; AID 1259415, 2018; in the data active = activity change below about -60%; inconclusive = no clear call, values can overlap the other calls; inactive = above about -39%
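Two-dose cell screen: HFF monolayers treated with compounds and infected with luciferase-expressing HCMV at 1 PFU/cell, 72 h at 37C, then lysed for luciferase measurement.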
HCV inhibitor = qHTS Assay for Inhibitors of Hepatitis C Virus (HCV); Huh7.5.1 HCVcc-Cre infection, luciferase reporter, 44 h; Potency, µM (top dose mostly 41.8 µM), for inactives: top-dose activity change, negative = inhibition, hits mostly inhibitors; hit rate 3.4% among 340,000; note: potency is the fitted concentration of half-maximal effect
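A cell-based infection assay in which seeded cells (1,000 per well) receive test compound after 4 h, are inoculated with HCVcc-Cre at approximately 0.5 moi, and are incubated 44 h before luminescence detection.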
Active calls of the source: *; u = inconclusive; x = no result given; & = joins results of further samples; [ ] = another dose, or the depositor's remark. Unless noted, calls come from the whole dose curve; as a rule, active = well fitted curve in the direction sought with a large enough effect; inconclusive = small, poorly fitted or top-dose-only effect, or another doubt; inactive = no such curve, though single readings can be large; an effect the other way counts as inactive or inconclusive. Unless noted, % is set by controls: 0 for no effect and ±100 for the full control effect.

Keys – A = Sm TGR inh; B = AmpC detergent; C = AMA1-RON2 inh; D = FBPA Giardia inh; E = HCMV antiviral; F = HCV inhibitor
(1) Cc1cc(=O)oc2cc(NS(=O)(=O)c3ccccc3)ccc12
  A = 7%	B = -9%	C = -6%	D = 5%	E = 28	F = -15%

(2) O=C1CN(C(=O)COC(=O)c2ccccc2NC(=O)c2ccco2)c2ccccc2N1
  A = -28%	B = -3%	C = -3%	D = 8%	E = 11	F = 4%&3%

(3) Cc1ccccc1C(=O)NC[C@@H]1CCCN2CCCC[C@H]12
  A = -30%	B = 0%	C = 22%	D = 0%	E = 3	F = 37%[activator]

(4) CN(C)CCCN(C(=O)c1ccco1)c1nc2ccc(Br)cc2s1
  A = 7%	B = 0%	C = -1%	D = 2%	E = 0	F = u

(5) O=C(c1ccc(-n2cccn2)cc1)N1CCN(c2ncccc2C(F)(F)F)CC1
  A = -6%	B = -8%	C = -3%	D = x	E = u	F = -11%

(6) O=C(CSc1nc2ccc([N+](=O)[O-])cc2[nH]1)NC1CCCCCC1
  A = 3%	B = -5%	C = 7%	D = -2%	E = 13	F = 14µM*

(7) CCC(=O)N(Cc1ccco1)c1nc(-c2cc(OC)ccc2OC)cs1
  A = -7%	B = u	C = -13%	D = 3%	E = -12	F = u

(8) COc1ccc(CNC(=O)C2CCCN(S(=O)(=O)N(C)c3ccc(F)cc3)C2)cc1OC (configuration not stated)
  A = 7%	B = 1%	C = x	D = x	E = u	F = x

(9) CCNc1nc(NCC)nc(N(C)N)n1
  A = 5%	B = 0%	C = -39%	D = u	E = -6	F = -5%

(10) CC(=O)Nc1ccc(SCc2c(C)noc2C)cc1
  A = -6%	B = -1%	C = 0%	D = -5%	E = 30	F = 20%

(11) Cc1nc2oc3ccc(F)cc3c(=O)c2cc1C(=O)NC(C)(C)C
  A = x	B = 1%	C = 19%	D = 0%	E = -15	F = -7%

(12) Cc1ccc(OCC(=O)N(Cc2ccccc2)c2c(N)n(Cc3ccccc3)c(=O)[nH]c2=O)c(C)c1
  A = -1%	B = -1%	C = 12%	D = x	E = -20	F = u

(13) Cc1ccc(C(=O)c2oc3ccccc3c2NC(=O)COc2ccc(C(C)(C)C)cc2)cc1
  A = 5%	B = 23%	C = x	D = x	E = -7	F = x

(14) O=C(c1ccco1)N1CCCN(Cc2nc(-c3ccc4c(c3)OCO4)no2)CC1
  A = -20%	B = -13%	C = -6%	D = -2%	E = -37	F = -28%

(15) CCOC(=O)C(=O)Nc1ncc(Cl)s1
  A = 7%	B = 0%	C = 47%[activator]	D = -8%	E = -33	F = -10%

(16) COc1ccc2[nH]c(C(=O)N/N=C/c3ccccc3OC)cc2c1
  A = -8%	B = u	C = -2%	D = 6%	E = -3	F = -10%

(17) CCOC(=O)CCCNC(=O)c1cncc(Br)c1
  A = 1%	B = 3%	C = 13%	D = 8%	E = 55	F = 24%

(18) Cc1ccc(Nc2nc(N)nc(CN3CCN(Cc4ccc5c(c4)OCO5)CC3)n2)cc1
  A = -20%	B = -11%	C = -12%	D = 10%	E = -29	F = -27%&-24%

(19) C/C(=N\NC(=O)c1cccc(F)c1)c1ccc(NC(=O)Cc2ccccc2)cc1
  A = 3%	B = -4%	C = -2%	D = x	E = 51	F = -23%

(20) CC(=O)N1CC(=O)N=C1SCC(=O)Nc1nc(C)c(-c2ccccc2)s1
  A = -34%	B = -7%	C = -11%	D = -15%	E = 59	F = u

(21) CCOC(=O)Cc1csc(SCc2cc(=O)oc3cc(O)ccc23)n1
  A = 6%	B = -8%	C = 8%	D = 12%	E = 5	F = 13%

(22) Cc1nc(NC(=O)CSc2ccc(-c3nc4ccccc4[nH]3)cn2)sc1C
  A = 7%	B = u	C = 12%	D = -1%	E = -30	F = -5%

(23) Cc1ccccc1OCC(=O)N/N=C/c1ccc([N+](=O)[O-])o1
  A = u	B = 4%	C = 41%[activator]	D = -4%	E = -86*	F = u

(24) Cc1ccccc1NC(=S)N1CCCN(Cc2ccc(F)cc2)C1
  A = 6%	B = 3%	C = 33%[activator]	D = -4%	E = -32	F = -24%

(25) CN(C)c1ccc(NC(=O)/C=C/c2ccccc2Cl)cc1
  A = -7%	B = u	C = u	D = 2%	E = -16	F = u

(26) CCOC(=O)c1c(C)[nH]c(C(=O)N2CCCC(C(=O)c3cccc(OC)c3)C2)c1C (configuration not stated)
  A = 0%	B = 1%	C = -5%	D = -3%	E = -2	F = -13%

(27) O=C(Nc1ccc(N2CCN(C(=O)c3ccccc3)CC2)cc1)c1cc([N+](=O)[O-])ccc1N1CCOCC1
  A = -1%	B = 6%	C = -15%	D = x	E = 9	F = u

(28) CCSc1nnc2c(n1)OC(C)(C)Nc1ccccc1-2
  A = 5%	B = -8%	C = 29%	D = -6%	E = 34	F = 24%

(29) Nc1c(C(=O)O)cnn1-c1ccccc1
  A = 3%	B = 3%	C = 1%	D = 1%	E = 7	F = -2%

(30) O=C(Nc1ccc2c(c1)OCCO2)C1CCN(c2nnnn2-c2ccccc2)CC1
  A = 15%	B = -3%	C = 0%	D = 15%	E = -15	F = -17%

(31) COc1ccccc1NC(=O)CSc1nc(-c2ccc(C)cc2)nc2c1Cc1c(CO)cnc(C)c1O2
  A = u	B = 12%	C = x	D = x	E = 3	F = x

(32) CCNC(=O)COC(=O)/C=C/c1ccccc1[N+](=O)[O-]
  A = 0%	B = -9%	C = -11%	D = 1%	E = -10	F = 23%

(33) Cn1c(=O)c2c(nc(NCc3ccco3)n2C/C=C/c2ccccc2)n(C)c1=O
  A = -13%	B = -16%	C = -6%	D = -8%	E = -96*	F = 2.5µM*

(34) Cc1ccc(S(=O)(=O)NCC(=O)N2CCN(c3ccccc3F)CC2)cc1
  A = -22%	B = -6%	C = 0%	D = 0%	E = x	F = 1%

(35) O=C(CNS(=O)(=O)c1ccccc1)N1CCN(C(=O)c2ccco2)CC1
  A = -24%	B = u	C = 1%	D = x	E = -16	F = 13%

(36) Cc1cccc(C(=O)OCC(=O)c2c(N)n(CC(C)C)c(=O)n(C)c2=O)c1O
  A = -1%	B = -10%	C = -8%	D = x	E = -17	F = u

(37) CCc1cccc(N(C)C(N)=Nc2cccc3ccccc23)c1
  A = -22%	B = -2%	C = -5%	D = -3%&-1%	E = 3	F = -3%

(38) N#CCCn1nc2c(c1N)CCC2
  A = x	B = x	C = 17%	D = x	E = 7	F = 17%

(39) CCCC(=O)N1c2ccccc2NC2=C(C(=O)CCC2)C1c1ccc(F)cc1 (configuration not stated)
  A = 2%	B = 6%	C = 3%	D = 6%	E = -7	F = 7%

(40) O=C(N/N=C/c1c[nH]c2ccccc12)c1cc2ccccc2o1
  A = -4%	B = 1%	C = 25%	D = -9%	E = 7	F = u

A second format for part of the listing above:
item | canonical_smiles | Sm TGR inh | AmpC detergent | AMA1-RON2 inh | FBPA Giardia inh | HCMV antiviral | HCV inhibitor
29 | Nc1c(C(=O)O)cnn1-c1ccccc1 | 3% | 3% | 1% | 1% | 7 | -2%
30 | O=C(Nc1ccc2c(c1)OCCO2)C1CCN(c2nnnn2-c2ccccc2)CC1 | 15% | -3% | 0% | 15% | -15 | -17%
31 | COc1ccccc1NC(=O)CSc1nc(-c2ccc(C)cc2)nc2c1Cc1c(CO)cnc(C)c1O2 | u | 12% | x | x | 3 | x
32 | CCNC(=O)COC(=O)/C=C/c1ccccc1[N+](=O)[O-] | 0% | -9% | -11% | 1% | -10 | 23%
33 | Cn1c(=O)c2c(nc(NCc3ccco3)n2C/C=C/c2ccccc2)n(C)c1=O | -13% | -16% | -6% | -8% | -96* | 2.5µM*
34 | Cc1ccc(S(=O)(=O)NCC(=O)N2CCN(c3ccccc3F)CC2)cc1 | -22% | -6% | 0% | 0% | x | 1%
35 | O=C(CNS(=O)(=O)c1ccccc1)N1CCN(C(=O)c2ccco2)CC1 | -24% | u | 1% | x | -16 | 13%
36 | Cc1cccc(C(=O)OCC(=O)c2c(N)n(CC(C)C)c(=O)n(C)c2=O)c1O | -1% | -10% | -8% | x | -17 | u
37 | CCc1cccc(N(C)C(N)=Nc2cccc3ccccc23)c1 | -22% | -2% | -5% | -3%&-1% | 3 | -3%

Remaining list, next part:
Keys – A = Sm TGR inh; B = AmpC detergent; C = AMA1-RON2 inh; D = FBPA Giardia inh; E = HCMV antiviral; F = HCV inhibitor
(41) NC(CC(=O)O)c1ccc(Br)cc1 (configuration not stated)
  A = 3%	B = -13%	C = -1%	D = 2%	E = 9	F = 14%

(42) O=C(NN1C(=O)C2C3C=CC(C3)[C@H]2C1=O)c1cccnc1 (some centres not stated)
  A = 0%	B = -17%	C = -8%	D = 5%	E = -17	F = 31%[activator]

(43) N#CCc1cnc2ccccc2n1
  A = -1%	B = -1%	C = 2%	D = -23%	E = 14	F = -9%

(44) O=c1c2ccccc2nc2sc(Nc3ccc(F)cc3)nn12
  A = -4%	B = 8%	C = x	D = x	E = 85	F = x

(45) O=C(CSCCc1ccccn1)Nc1cccnc1Cl
  A = -9%	B = u	C = 12%	D = -4%	E = -17	F = 8%

(46) O=C1CCc2cc(S(=O)(=O)N3CCC(C(=O)NC4CCCC4)CC3)ccc2N1
  A = 6%	B = -12%	C = u	D = 6%	E = 24	F = 6%

(47) Cc1nnc(NC(=O)c2ccc(C)c(S(=O)(=O)N3CCOCC3)c2)s1
  A = 0%	B = -7%	C = -1%	D = -7%	E = 51	F = 15%

(48) Cc1ccc(C)c(OCCCCn2ccnc2)c1
  A = 3%	B = -18%	C = -4%	D = 2%	E = u	F = u

(49) CCCCC(=O)N/N=C(\C)c1cccc(NC(=O)C2CC2)c1
  A = -24%	B = -22%	C = 6%	D = 1%	E = -29	F = -21%

(50) CCOC(=O)c1c(-c2ccccc2)csc1NC(=O)CSc1nncs1
  A = 7%	B = -11%	C = -21%	D = -8%	E = 0	F = u

(51) Nc1nc(-c2ccc(F)cc2)cc(C(F)(F)F)n1
  A = 11%	B = -9%	C = -4%	D = 0%	E = 23	F = u

(52) COC(=O)c1cccc(S(=O)(=O)N2CCC(c3nc4ccccc4o3)CC2)c1
  A = 5%	B = u	C = -4%	D = -3%	E = 1	F = 3%

(53) CCN(CC)CCCCCC(=O)Nc1ccccc1C(=O)Nc1ccccc1
  A = -2%	B = 2%	C = 1%	D = 15%	E = 0	F = 3%

(54) CCC(OC(=O)c1ccco1)C(=O)NCc1ccc(OC)cc1 (configuration not stated)
  A = -11%	B = -8%	C = -10%	D = -1%	E = -12	F = 7%

(55) Cn1cccc1C(=O)NC(=O)COC(=O)Cc1coc2ccc3ccccc3c12
  A = -23%	B = -11%	C = 25%	D = -18%	E = 24	F = 2%

(56) N#Cc1cccc(S(=O)(=O)NNC(=O)C23CC4CC(CC(C4)C2)C3)c1
  A = x	B = x	C = 10%	D = x	E = -27	F = 14%

(57) CC(C)Oc1ccc(CNC(=O)Cc2ccc(NC(=O)N3CCSc4ncccc43)cc2)cc1
  A = 0%	B = 19%	C = x	D = x	E = 0	F = x

(58) CCS(=O)(=O)N1Cc2ccccc2CC1C(=O)Nc1cccc(C)c1 (configuration not stated)
  A = 5%	B = -14%	C = 11%	D = -1%	E = 83	F = 2%
